Assay outcomes: PubChem BioAssay, National Center for Advancing Translational Sciences (NCATS)
GLS inh = qHTS for Inhibitors of Glutaminase (GLS); Potency, µM (titrated, usually from 45.5 µM), inactives show top-dose activity change, negative = inhibition, actives largely listed as inhibitors; Glutaminase kidney isoform, mitochondrial (Homo sapiens), O94925; AID 624170, 2012; GLS enzymatic activity, qHTS titration; actives 0.21% (n = 410,000); further: on the % scale 0 is the no-effect control and ±100 the full control effect
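Compounds were pin-transferred onto hKGA, after which L-glutamine (1 mM solution) and a detection mix of glutamate oxidase, HRP and Amplex Red were added. Initial and 30 min RT fluorescence reads were collected.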
ALOX12 inh = Primary qHTS assay for inhibitors of human arachidonate 12S-lipoxygenase (ALOX12): Round 2 | purified 12hLO, xylenol orange hydroperoxide absorbance | Polyunsaturated fatty acid lipoxygenase ALOX12 (Homo sapiens), P18054 | Potency, µM (doses to about 108 µM), for inactives: at the highest dose activity change, negative = inhibition, most hits filed as inhibitors | actives 1.1% (n = 580,000) | AID 1671190, 2021; further: on the % scale 0 is the no-effect control and ±100 the full control effect
Target sequence (P18054 whole entry, looked up): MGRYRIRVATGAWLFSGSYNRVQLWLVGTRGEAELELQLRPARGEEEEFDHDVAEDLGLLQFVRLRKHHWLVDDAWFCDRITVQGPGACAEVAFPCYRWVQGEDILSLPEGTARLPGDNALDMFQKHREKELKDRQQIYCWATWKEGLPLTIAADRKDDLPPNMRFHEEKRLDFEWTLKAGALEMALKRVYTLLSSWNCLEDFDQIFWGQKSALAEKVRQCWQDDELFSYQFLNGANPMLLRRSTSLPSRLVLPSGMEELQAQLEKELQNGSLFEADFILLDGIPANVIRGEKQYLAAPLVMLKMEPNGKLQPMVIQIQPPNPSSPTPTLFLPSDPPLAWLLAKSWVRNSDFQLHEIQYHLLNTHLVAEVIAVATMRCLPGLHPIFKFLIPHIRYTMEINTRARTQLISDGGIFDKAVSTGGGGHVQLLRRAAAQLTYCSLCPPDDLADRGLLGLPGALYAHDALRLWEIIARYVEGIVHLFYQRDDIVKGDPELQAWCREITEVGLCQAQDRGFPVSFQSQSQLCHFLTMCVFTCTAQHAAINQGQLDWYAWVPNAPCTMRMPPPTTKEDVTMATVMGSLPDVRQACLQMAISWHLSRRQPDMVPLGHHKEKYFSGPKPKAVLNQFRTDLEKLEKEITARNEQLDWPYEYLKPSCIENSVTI
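Hydroperoxide product was detected by ferrous iron/xylenol orange as the 573 to 405 nm absorbance ratio. Arachidonic acid at 40 uM (final) was turned over for 30 min at room temperature by 150 nM human 12hLO, pH 7.0 Hepes buffer, after 15 min compound preincubation.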
RGS4 inh = Inhibitors of Regulator of G Protein Signaling (RGS) 4: qHTS | actives 0.039% (n = 390,000) | Transcreener GDP fluorescence polarization, RGS4-accelerated GTP hydrolysis | Potency, µM (highest dose often 114 µM), for the others: at the top dose activity change, negative = inhibition, usual class: inhibitors; further: on the % scale 0 is the no-effect control and ±100 the full control effect; nearly all actives have a fitted effect of over 75% in size; some results filed as inactive show a strong effect at the top dose
Target sequence (P49798 whole entry, looked up): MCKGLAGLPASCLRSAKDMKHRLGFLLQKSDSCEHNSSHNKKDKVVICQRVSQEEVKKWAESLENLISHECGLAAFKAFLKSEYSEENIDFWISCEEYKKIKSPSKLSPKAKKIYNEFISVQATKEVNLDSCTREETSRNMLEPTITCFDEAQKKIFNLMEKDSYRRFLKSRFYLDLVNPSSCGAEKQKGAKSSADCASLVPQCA
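MLSMR compounds (23 nl, pin-transferred) preincubated 10 min at room temperature with a 500nM (2x) first reagent, then RGS4 at 900nM (2x) plus Transcreener GDP mix added; fluorescence polarization (620/688 nm) read before and after 90 min at 30 °C.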
ERG-DNA inh = qHTS for Small Molecule Inhibitors of the ERG Ets/DNA interaction; Transcriptional regulator ERG (Homo sapiens), P11308; fluorescence polarization, His-ERG Ets domain / labelled DNA; Potency, µM (highest dose often 76.9 µM), inactives show top-dose FP activity, negative = inhibition, most hits filed as inhibitors; actives 0.028% (n = 370,000); AID 624246, 2012; active means well fitted inhibition curve with a large enough effect in the polarisation, with a control signal flat; inconclusive means small, poorly fitted or top-dose-only effect, or effect the other way, or a change in a side signal; inactive means no such curve, though single readings can be large or run the other way; the % refers to the polarisation;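 further: polarization taken with two DNA probes labelled with fluorescein and Texas red; % of control where 0% means no effect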
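His-tagged ERG Ets domain (1 uM in the protein solution; 300mM KCl, 50mM Tris-HCl, 1mM EDTA, 1mM DTT, pH 7.5) received compound, then a probe mix of 5 nM fluorescein-DNA and 100nM Texas-615-DNA. Fluorescence polarization was read for both dyes.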
HP1b binding inh = HTS for Inhibitors of HP1-beta Chromodomain Interactions with Methylated Histone Tails | AlphaScreen HP1-beta / biotin-H3K9me3 peptide binding | Potency, µM (doses to about 114 µM), for the others: at the highest dose activity change, negative = inhibition, most hits filed as inhibitors | actives 0.56% (n = 390,000) | AID 540317, 2011; further: nearly all actives have a fitted effect of over 70% in size; inactives centre near 23
Target sequence (P83916 whole entry, looked up): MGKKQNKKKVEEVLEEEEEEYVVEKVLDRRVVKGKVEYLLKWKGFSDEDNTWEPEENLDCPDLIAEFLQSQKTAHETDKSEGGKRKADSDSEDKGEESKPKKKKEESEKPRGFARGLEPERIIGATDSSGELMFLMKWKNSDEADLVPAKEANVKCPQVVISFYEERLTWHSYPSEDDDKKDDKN
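Compound inhibition of the preformed complex between 50 nM HP1-beta and 50 nM biotinylated H3K9me3 peptide was read by AlphaScreen. Buffer was PBS pH 7.4 with 0.01% Tween-20. Incubations ran 30 min at room temperature, with 10 ug/mL donor/acceptor beads.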
rTrxR1 inhibitor = qHTS Assay for Inhibitors of Mammalian Selenoprotein Thioredoxin Reductase 1 (TrxR1): qHTS | recombinant rTrxR1, NADPH fluorescence consumption, selenite substrate | Potency, µM (top dose mostly 114 µM), for the others: at the highest dose activity change, negative = inhibition, usual class: inhibitors | actives 1% (n = 390,000) | AID 588453, 2011; further: on the % scale 0 is the no-effect control and ±100 the full control effect; nearly all actives have a fitted effect of over 65% in size
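Rat TrxR1 (90 nM in the dispensed reagent) was pre-reduced with 400 uM NADPH for 5 min at room temperature, then incubated with compound for 15 min. After 400 uM selenite was added, NADPH fluorescence (Ex 340/Em 450 nm) was followed for 8 min.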
Pin1 inh = qHTS Assay to Find Inhibitors of Pin1; actives 0.009% (n = 390,000); Potency, µM (top dose mostly 115 µM), for the others: top-dose activity, negative = inhibition, most hits filed as inhibitors; Peptidyl-prolyl cis-trans isomerase NIMA-interacting 1 (Homo sapiens), Q13526; Pin1 FP peptide displacement, HiFluor488, 10 min; AID 504891, 2011; active means well fitted inhibition curve with a large enough effect in the polarisation, with a control signal flat, not every such curve was filed as active; inconclusive means small, poorly fitted or top-dose-only effect, or effect the other way, or a change in a side signal; inactive means no such curve, though single readings can be large or run the other way; the % refers to the polarisation; further: on the % scale 0 is the no-effect control and ±100 the full control effect
JMJD2A Tudor inh = qHTS Assay for Inhibitors of JMJD2A-Tudor Domain; actives 4.4% (n = 390,000); Lysine-specific demethylase 4A (Homo sapiens), O75164; AlphaScreen JMJD2A-Tudor / H3K4me3 peptide binding; AID 504339, 2011; Potency, µM (series often up to 114 µM), for inactives: at the top dose activity change, negative = inhibition, most hits filed as inhibitors; further: on the % scale 0 is the no-effect control and ±100 the full control effect; nearly all actives have a fitted effect of over 50% in size
PGK inhibitor = qHTS Assay to Find Inhibitors of Phosphoglycerate Kinase; Phosphoglycerate kinase, glycosomal (Trypanosoma brucei brucei), P07378; PGK/GAPDH coupled, Kinase-Glo luminescence, 60 min; Potency, µM (doses to about 57.5 µM), for the others: at the highest dose activity change, negative = inhibition, hits mostly inhibitors; actives 0.043% (n = 380,000); AID 602233, 2012; further: on the % scale 0 is the no-effect control and ±100 the full control effect; nearly all actives have a fitted effect of over 60% in size
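Recombinant glycosomal PGK reaction used 1,3-bisphosphoglycerate generated in-well by GAPDH (100nM final) in 100mM TEA pH 7.6, 5mM MgCl2, 0.01% Tween-20. After 60 minutes at room temperature, ATP was read by Kinase-Glo Plus luminescence end-point.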
* hit, by the source's call; i = inactive; u = inconclusive; x = not tested or not shown; & = joins results of further samples; [ ] = another dose, or the depositor's remark. Unless noted, the call rests on the fitted dose curve; in most records, active means well fitted curve in the direction sought with a large enough effect; inconclusive means small, poorly fitted or top-dose-only effect, or another doubt; inactive means no such curve, though single readings can be large; an effect the other way counts as inactive or inconclusive. Potency means the concentration at half of the fitted maximal effect.

Fields – GLS inh, ALOX12 inh, RGS4 inh, ERG-DNA inh, HP1b binding inh, rTrxR1 inhibitor, Pin1 inh, JMJD2A Tudor inh, PGK inhibitor
- Cc1cccc(Nc2nc(N)c([N+](=O)[O-])c(NCc3ccco3)n2)c1
→ 1%, -17%, 11%, -6%, u, -4%[57.1 µM], 4%, u, 3%
- CC(CN1CCN(CC(C)C(=O)c2ccccc2)CC1)C(=O)c1ccccc1 (stereo unspecified)
→ -5%, u, 9%, -3%, 12%, 10%[57.1 µM], 2%, -14%, 0%
- C/C(=N\NC(=O)c1ccc(N2CCCC2=O)cc1)c1ccc(O)cc1O
→ 2%, 2%, 11%, -6%, 54%[activator], 31%, 5%, -21%, -2%
- Cc1ccccc1C(=O)NC(CC(C)C)C(=O)N1CCN(c2ccccc2)CC1 (stereo unspecified)
→ 11%, -8%, -7%, -11%, 10%, 8%, -1%, -10%, 2%
- Cn1nc(C(=O)NCc2ccco2)c2ccccc2c1=O
→ 3%, u, 4%, 2%, 10%, 7%[57.1 µM], -4%, -3%, -2%
- Cc1cccc(OCC(=O)N2CCOCC2)c1
→ -9%, -4%, -9%, 6%, 29%, 38%[57.1 µM], -11%, -3%, -3%
- COc1cccc(C(=O)Nc2c3c(nn2-c2ccc([N+](=O)[O-])cc2)CS(=O)(=O)C3)c1
→ 7%, -4%, -15%[56.9 µM], 1%, 33%, 10%[57.1 µM], -3%, -32%, -6%
- CSc1cccc(NC(=O)CCNC(=O)c2ccco2)c1
→ -12%, 0%, 17%, 5%, 25%, -3%[57.1 µM], -10%, -6%, -6%
- Cc1csc(NC(=O)CCn2c(=O)oc3ccccc32)n1
→ 0%, 16%, -33%, -11%, 17%, 12%, -1%, 6%, -2%
- CCC1(c2ccccc2)NC(=O)N(CC(=O)N(C)Cc2ccccc2)C1=O (stereo unspecified)
→ 3%, -6%, 16%, 0%, -21%, 16%, 1%, -18%, -7%
- COc1ccccc1C(=O)Nc1ccnn1C1CCN(Cc2cnn(C)c2)CC1
→ 1%, 0%, 11%, 1%, 11%, 4%, -7%, -10%, 2%
- OC1=C(O)c2nc3cc(F)ccc3nc21
→ 29%, 0%, 3%, 3%, 17%, 1.6µM*, -4%, -12%, 6%
- Cc1ccccc1CSc1nc2c([nH]c3ccccc32)c(=O)n1-c1ccccc1
→ -13%, -21%, -6%, -1%, 7%[57 µM], 23%[57.1 µM], 0%, -17%, 0%
- COc1ccc(N2CCN(c3nc4ccccn4c(=O)c3C=O)CC2)cc1
→ 28%, -10%, 16%, 2%, -9%, -9%, 0%, -27%, 0%
- O=C(NC1=NCCS1)c1ccccc1Br
→ -6%, u, -2%, -2%, 22%, 21%[57.1 µM], -1%, 2%, -4%
- CN(C(=O)COC(=O)C1CCN(S(=O)(=O)c2ccc3c(c2)OCCO3)CC1)C1CCS(=O)(=O)C1 (stereo unspecified)
→ -15%, -23%, -11%, -7%, 29%, -8%, -12%, -12%, -9%
- COc1ccc(S(=O)(=O)NCCCn2ccnc2)cc1C(C)(C)C
→ 7%, 7%, 9%, -4%, 17%, 30%, 0%, -16%, 4%
- O=C(NNC(=O)c1ccc2ccccc2c1O)c1ccccc1Cl
→ 44%[activator], u, -17%, -3%, 7%, 5%[57.1 µM], -1%, -31%, i
- Cc1ccccc1NC(=O)Cn1c([N+](=O)[O-])cnc1C
→ 7%, 3%, 2%, 3%, 8%, 9%, 2%, -14%, -6%
- CCN(Cc1ccccc1)C(=O)c1cc2c(=O)oc3ccc(C)cc3c2s1
→ 7%&1%, 0%&188%, 4%&1%, 0%&-1%, 51%&67%[activator], 34%&37%, 5%&0%, 15%&-8%, 0%&-3%
- C=CCOc1ccc(/C=C/C(=O)OCC(=O)N2CCC(c3ccccc3)=N2)cc1
→ -2%, 1%, 0%, -4%, 22%, 24%, -6%, -12%, -3%
- CCOC(=O)c1cnn(-c2ccc(NS(=O)(=O)c3ccc(Cl)cc3)cc2)c1C(F)(F)F
→ u, u, 9%, 6%, 27%, 12%[57.1 µM], -2%, -20%, -5%
- Cc1ccc(CNC(=O)CN(C)S(=O)(=O)c2ccc3c(c2)n(C)c(=O)c(=O)n3C)cc1
→ 7%, x, 28%, -13%, 20%, 12%, -5%, -9%, -5%
- COc1ccc(OC2C(=O)N(Cc3ccc(F)cc3)C2c2ccc(OC)c(OC)c2)cc1 (stereo unspecified)
→ 0%, u, 20%, x, 1%, 23%, -2%, -14%, -10%
- CCC(=O)Nc1c(-c2ccc(C)cc2)nc2ccc(C)cn12
→ 0%, 10%, 6%, -1%, 30%, -22%, 7%, -8%, -1%
- O=C(CCNC(=O)N1CC(=O)Nc2ccccc21)Nc1ccc(F)c(Cl)c1
→ -12%, 0%, -13%, 0%, 42%[activator], 32%, -4%, 11%, -3%
- O=C(CN1CCCCCC1)Nc1ccc(Br)cc1Br
→ -4%, 0%, -2%, -6%, 121%[activator], -5%, -4%, 79%[activator], 2%
- COC(=O)C(Cc1ccccc1)NC(=O)CCc1c[nH]c2ccccc12 (stereo unspecified)
→ 12%, -9%, 3%, 6%, 11%, 16%, -2%, -15%, -4%
- CCn1c(=O)c2c(nc(SCc3ccccn3)n2C)n(C)c1=O
→ 4%, 19%, 3%, x, 25%, 12%, -3%, -10%, i
- COc1ccc(C)cc1S(=O)(=O)NCC(c1ccc2c(c1)OCO2)N1CCOCC1 (stereo unspecified)
→ 3%, -9%, -28%, -1%, 36%, 17%, -2%, -10%, i
- Nc1nnc(/C=C/c2ccccc2Cl)s1
→ 16%, u, u, -5%, 6%, 21%[11.4 µM], 22%, 2%, -8%
- N#CCc1ccc(C(=O)c2ccccc2)s1
→ 2%, -14%, 12%, -5%, 9%, 8%[57.1 µM], 9%, -22%, i
- O=C(Nc1ccccc1)c1ccc(C(=O)Nc2ccccc2)nc1
→ -22%, -7%, u, -12%, u, 35%[57.1 µM], 2%, u, -1%
- COc1ccc(NC(=O)CNS(=O)(=O)c2cccc3nonc23)c(OC)c1
→ -2%, u, 14%, 1%, 32%[activator], -10%, 2%, -34%, 4%
- CCn1c(CNS(=O)(=O)c2ccc(Br)cc2)nnc1SC
→ 0%, -3%, 9%, -3%, 36%, 0%, 4%, -12%, 8%
- CN(C)C1(CNC(=O)COc2ccc(C(C)(C)C)cc2)CCCCC1
→ 12%, 0%, -3%, 5%, 44%[activator], 26%, 16%, -14%, -5%
- Cc1cc(C(=O)CN2C(=O)C(=O)N(CC(C)C)C2=O)c(C)n1-c1ccccc1F
→ 8%, -17%, -4%, -1%, -18%, 22%[57.1 µM], 8%, u, -5%
- Nc1c(C=C2C=CC(=O)C=C2)c(=O)nc2sc(CC(=O)N3CCCC3)nn12
→ -5%, -5%, -26%[11.4 µM], 0%, 67%[activator], -3%, -3%, -7%, -7%
- OCCCCNCc1cc(Br)ccc1OCc1ccccc1F
→ 0%, 0%, 10%, -7%, 22%, 27%[57.1 µM], 4%, u, -12%
- O=C(CN1C(=O)CCn2nc(-c3ccccc3)cc21)NCc1ccc(Cl)cc1
→ -17%, u, 14%, 8%, 16%, 8%, -6%, -15%, 1%
- CC1=C(c2ccc(C)c(C)c2)S(=O)(=O)N=C1N1CCC(C(=O)N2CCC(C(N)=O)CC2)CC1
→ -7%, -25%, -36%, -3%, 25%, -17%[57.1 µM], 0%, 0%, x
- CC(OC(=O)C1CCCCC1)C(=O)Nc1ccc(S(N)(=O)=O)cc1 (stereo unspecified)
→ -1%, 26%, 13%, 9%, 66%[activator], 9%, 1%, -1%, -6%
- CCOc1ccc(OCCC(=O)OCC(=O)Nc2ccc(Cl)cn2)cc1
→ 0%, 14%, 1%, -1%, 7%, -11%, 1%, -21%, -2%
- C/C=N\NC(=O)COc1cc(C)ccc1C
→ 1%, 0%, -22%, 5%, -5%, 24%[57.1 µM], 6%, -9%[11.4 µM], 0%
- O=C(Nc1ccc2[nH]c(=O)[nH]c2c1)Nc1ccc(F)cc1F
→ 13%, -2%, -6%, -11%, 20%, 27%, 39%[activator], -7%, -3%
- COc1ccc(OCc2cc(C(=O)N3CCCN(C(C)=O)CC3)no2)c(Cl)c1
→ -4%, -14%, -1%[56.9 µM], -3%, 60%[activator], 35%[57.1 µM], -13%, -7%, i
- COc1ccccc1NC(=O)C1=C(C)NC2=C(C(=O)CCC2)C1c1ccc2c(c1)OCO2 (stereo unspecified)
→ 24%, 11%, -6%, x, 46%[activator], 19%, -2%, -3%, x
- Cc1nnc2n(C3CCCCC3)c(=O)c3c4c(sc3n12)COC(C)(C)C4
→ 5%, 185%[activator], 6%, -9%, 30%, 17%, -15%, -10%, -2%
- O=S(=O)(Nc1ncccn1)c1ccc(-n2cnnn2)cc1
→ 5%, -2%, 12%, -9%, 33%, 3%, 15%, -3%, -6%
- COCCNS(=O)(=O)c1ccc(OCC(=O)OC)c(Cl)c1
→ 2%, 0%, 8%, -1%, 24%, 15%, 3%, -5%, -9%

An excerpt. The share of hits here may be higher or lower than overall.
